Source: PubChem BioAssay
K1F lysis inhibition – inhibition of K1F phage lysis, E. coli UTI89, bacterial capsule biogenesis inhibitors, alamar blue (AID 488966). hit rate 0.02% among 340,000. E. coli UTI89 K1F phage lysis, alamar blue, 2 h; higher % means a stronger effect. inhibition, % at 100 µM; hits with a dose series show IC50 in µM;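 active = phage lysis inhibition, versus mean bacterial control, above a set limit; inconclusive = no clear call, values can overlap the other calls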;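 note: capsule biogenesis inhibitors block K1F phage lysis so surviving cells raise fluorescence; higher fluorescence means more inhibition of phage lysis; actives were called in the ten point dose series up to 300 µM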
West Nile virus CPE – West Nile virus antiviral activity, cell-based, CPE readout (AID 1621); West Nile virus-infected cells, CPE inhibition; higher % means a stronger effect; CPE inhibition, % at 10 µM, or IC50 in µM where a hit was titrated; hit rate 0.02% among 290,000; in the data active = a potency from the dose series; inconclusive = CPE inhibition mostly from about 3.7% at the one dose, without a potency; inactive = the rest, 99 in 100 with CPE inhibition below about 2.2%; note: strong numbers were not always called active
MgcRacGAP inhibition – MgcRacGAP GTPase-activating activity inhibitors, confirmation, biochemical, ADP Hunter fluorescence | MgcRacGAP-stimulated Rac1 GTP hydrolysis, ADP Hunter fluorescence; higher % means a stronger effect; GST-tagged Rac1 F28L mutant substrate | inhibition, % at 30 µM; hits with a dose series show IC50 in µM | hit rate 0.6% among 340,000;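 active = first-screen hits whose inhibition reached a set limit at any dose in the follow-up dose series; inconclusive = inhibition above the set first-screen limit but never retested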;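 note: fluorescence reports GDP produced by GAP-driven GTP hydrolysis; strong numbers were not always called active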
AID2073 – inhibitors of Mint1-CaV2.2 protein interaction, biochemical, HTRF (AID 2073). HTRF protein-protein interaction, Mint1-CaV2.2; higher % means a stronger effect. one-dose inhibition, % at 20 µM; IC50 in µM for titrated hits. hit rate 0.19% among 290,000; in the data active = inhibition mostly above about 51%, no sharp cut-off; inconclusive = no clear call, values can overlap the other calls; inactive = mostly below about 53%; note: some results filed as inactive read as strong as hits
NS5 inhibitors – flavivirus cap methylation enzyme inhibition – biochemical, confirmation dose response, primary screen (AID 588689); Dengue-2 NS5 methyltransferase capping enzyme assay, biochemical; higher % means a stronger effect; one-dose inhibition, % at 25 µM; IC50 in µM for titrated hits; hit rate 0.3% among 340,000; in the data active = a potency from the dose series; inconclusive = inhibition above about 29% without an active follow-up result
RSV antiviral HEp-2 – inhibition of RSV-induced cytopathic effect – HEp-2 cells, primary 10 µM value included (AID 2391) | HEp-2 cells, RSV-induced CPE inhibition; higher % means a stronger effect | one-dose CPE inhibition, % at 10 µM; IC50 in µM for titrated hits | hit rate 0.13% among 310,000; in the data active = a potency from the dose series; inconclusive = CPE inhibition mostly from about 23% at the one dose, without a potency; inactive = the rest, 99 in 100 with CPE inhibition below about 21%; note: strong numbers were not always called active
Large T inhibition – TAg ATPase/helicase activity blockers – biochemical (AID 1903); SV40 large T antigen ATPase/helicase inhibition assay; higher % means a stronger effect; one-dose inhibition, % at 20 µM; IC50 in µM for titrated hits; hit rate 0.39% among 310,000; in the data active = a potency from the dose series; inconclusive = inhibition mostly from about 32% at the one dose, without a potency; inactive = the rest, 99 in 100 with inhibition below about 32%; note: strong numbers were not always called active
NTR1 ag – NTR1-driven beta-arrestin-GFP spot formation – imaging, U2OS cells, high content, primary screen (AID 493036); P30989; agonist mode; activation, % at 20 µM; hit rate 0.17% among 330,000;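 active = activation at or above 40% of the spot to cytoplasm intensity ratio, with at least 20 cells analyzed; inconclusive = wells under 20 cells, flagged as cytotoxic or low count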;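 note: 0% = DMSO without peptide and 100% = 100 nM NTR1 peptide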
Target sequence (P30989 whole entry, looked up): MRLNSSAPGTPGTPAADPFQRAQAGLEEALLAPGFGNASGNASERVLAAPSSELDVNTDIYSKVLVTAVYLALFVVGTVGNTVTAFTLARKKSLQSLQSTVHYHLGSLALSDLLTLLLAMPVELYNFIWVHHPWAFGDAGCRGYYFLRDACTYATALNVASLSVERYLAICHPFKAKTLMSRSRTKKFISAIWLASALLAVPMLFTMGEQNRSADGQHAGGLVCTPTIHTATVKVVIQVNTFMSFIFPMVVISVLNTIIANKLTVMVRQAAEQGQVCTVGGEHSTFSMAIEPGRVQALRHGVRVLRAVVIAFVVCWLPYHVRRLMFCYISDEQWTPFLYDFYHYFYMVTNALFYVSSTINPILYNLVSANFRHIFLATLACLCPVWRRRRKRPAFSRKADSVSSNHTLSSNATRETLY
SIAH1 antagonists – blockers of Siah-1 interaction with plectin peptide – biochemical, fluorescence polarization, rhodamine-plectin, uHTS, primary screen (AID 1817) | displacement, % at 20 µM; hits with a dose series show IC50 in µM | hit rate 0.02% among 290,000 | Siah-1 / rhodamine-plectin peptide fluorescence polarization; higher % means a stronger effect;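 active = displacement of at least 50% at 20 µM, with a fluorescence ratio check between 0.3 and a set limit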;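 note: plate controls were Siah plus tracer with DMSO for no effect and tracer alone without Siah for full effect; strong numbers were not always called active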
NTR1 ag cell count 20 µM – recorded beside NTR1 ag, whose call it bears; cell count; measured here: cell count, cytotoxicity flag
NS5 inhibitors pilot replicate – recorded beside NS5 inhibitors, whose call it bears; inhibition, %; measured here: pilot screen replicate inhibition
The depositor's hits bear a star; ? = inconclusive; nt = not tested or not shown; [ ] = dose if it differs, or a comment.

SMILES | K1F lysis inhibition | West Nile virus CPE | MgcRacGAP inhibition | AID2073 | NS5 inhibitors | RSV antiviral HEp-2 | Large T inhibition | NTR1 ag | NTR1 ag cell count 20 µM | SIAH1 antagonists | others
CC(=O)N(c1ccc(Cl)cc1)c1cn(C(C)=O)c2ccccc12 | 0.4% | -1.3% | 2% | -2% | -10% | 0.0% | 25% | -0.7 | 62 | 5%
Cc1c(C(=O)NNS(=O)(=O)c2ccccc2Cl)sc(=S)n1C | 3.5%[50 µM] | 0.3% | 9% | 4% | -7% | 0.9% | 25% | 2.7 | 64 | 18%
CCn1ncc(Br)c1C(=O)Nc1ccc(C(C)C)cc1 | 0.3% | -0.9% | 4% | 12% | -10% | 16% | -1% | 6.4 | 70 | -6%
COC(=O)c1sc(-c2ccc(Cl)cc2)cc1N | nt | -0.4% | nt | 7% | nt | nt | 15% | 1.0 | 48 | 13%
O=C(O)c1cccc(NC(=S)NC(=O)c2cccc(OCc3ccccc3)c2)c1 | -0.1% | -0.8% | 9% | 13% | 18% | 3.5% | 26% | 2.2 | 77 | 0%
O=C(NC1CCN(C(=O)NCc2ccccc2)CC1)c1ccco1 | 0.1% | -0.2% | 6% | 12% | -7% | 1.7% | 13% | -0.5 | 104 | 17%
CC(=O)Nc1ccc(S(=O)(=O)NCC2CCC(C(=O)NCCc3ccccc3)CC2)cc1 (stereo not drawn) | 0.4% | -0.1% | 11% | -1% | -3% | 4.6% | 7% | -0.4 | 50 | 0%
COc1ccccc1CNCC(=O)NCc1ccc(C)cc1 | 0.5% | -0.3% | 163µM* | -8% | 0% | -1.0% | 6% | -0.5 | 54 | 3%
O=C(NC(=S)N1CCN(c2ccccc2)CC1)c1ccc(S(=O)(=O)N2CCOCC2)cc1 | 0.3% | -0.1% | 7% | -27% | -3% | 0.6% | nt | 0.5 | 49 | -2%
O=C(CCSc1ccccc1)N1CCN(c2ccccc2)CC1 | 0.4% | -0.8% | -4% | 18% | -1% | 0.4% | 9% | 0.5 | 89 | 3%
CCCn1cnc2scc(-c3ccc(C)cc3)c2c1=O | 0.1% | 0.3% | 10% | -1% | -7% | 2.4% | 5% | -1.1 | 49 | 2%
O=C(NC(C(=O)N/N=C/c1ccccc1)c1n[nH]c(=O)c2ccccc12)c1ccccc1 (stereo not drawn) | -0.2% | nt | 16% | 18% | -6% | 1.0% | 5% | 0.3 | 35 | -3%

3 compounds drawn at random from the list so far:
SMILES | K1F lysis inhibition | West Nile virus CPE | MgcRacGAP inhibition | AID2073 | NS5 inhibitors | RSV antiviral HEp-2 | Large T inhibition | NTR1 ag | NTR1 ag cell count 20 µM | SIAH1 antagonists | others
O=C(CCSc1ccccc1)N1CCN(c2ccccc2)CC1 | 0.4% | -0.8% | -4% | 18% | -1% | 0.4% | 9% | 0.5 | 89 | 3%
CC(=O)Nc1ccc(S(=O)(=O)NCC2CCC(C(=O)NCCc3ccccc3)CC2)cc1 (stereo not drawn) | 0.4% | -0.1% | 11% | -1% | -3% | 4.6% | 7% | -0.4 | 50 | 0%
COC(=O)c1sc(-c2ccc(Cl)cc2)cc1N | nt | -0.4% | nt | 7% | nt | nt | 15% | 1.0 | 48 | 13%

Next records:
SMILES | K1F lysis inhibition | West Nile virus CPE | MgcRacGAP inhibition | AID2073 | NS5 inhibitors | RSV antiviral HEp-2 | Large T inhibition | NTR1 ag | NTR1 ag cell count 20 µM | SIAH1 antagonists | others
Cc1nn(Cc2ccc(Cl)c(Cl)c2)c(C)c1NC(=O)c1cc(-c2ccc3c(c2)OCO3)on1 | 1.4% | ? | 1% | 2% | -5% | 1.7% | 7% | 2.7 | 50 | -10%
O=C(O)CC(NC(=O)c1cccc(F)c1)c1ccc(OC2CCCC2)cc1 (stereo not drawn) | -0.1% | 0.3% | 1% | 1% | -1% | 0.0% | 0% | -1.2 | 99 | 0%
CC(=O)Nn1cc2c(c1-c1ccccc1)c(=O)n(C)c(=O)n2C | 1.3% | -0.5% | 2% | 6% | -12% | 1.7% | -3% | 2.1 | 80 | -12% | NS5 inhibitors pilot replicate=-4.7
COCCN1C(=O)N(c2cccc(OC)c2)C(=O)C1CC(=O)Nc1cccc(F)c1 (stereo not drawn) | 0.0% | -0.3% | -2% | 15% | -10% | 0.3% | 4% | -0.8 | 53 | 11%
Cc1cc(N)c2ccccc2n1 | -0.2% | 0.1% | 14% | -7% | 8% | 1.8% | 2% | -0.2 | 32 | 3%
CC1Sc2ccc(C(=O)O)cc2NC1=O (stereo not drawn) | 0.1% | 0.3% | 6% | -13% | -2% | 1.9% | 14% | -1.2 | 84 | 0%
Cc1ccc(NC(=O)CC2Oc3ccc(C)cc3NC2=O)c(C)c1 (stereo not drawn) | 1.3% | -1.1% | 8% | 12% | -7% | 3.1% | 8% | 1.0 | 82 | -6%
CCCOC(=O)c1cccc(NC(=O)COc2ccc([N+](=O)[O-])cc2)c1 | 1.9%[50 µM] | -0.2% | 11% | 1% | -8% | 20% | 11% | 0.2 | 67 | 2%
CCS(=O)(=O)N1CCN=C1SC(C)c1ccccc1 (stereo not drawn) | 0.1% | -0.1% | 13% | 5% | -8% | 2.2% | -5% | 0.8 | 66 | 2%
Cc1ccc(C(=O)N/N=C2\CC3CC=CC23)c(C)c1 (stereo not drawn) | 0.8% | 0.1% | 4% | -5% | -10% | 0.9% | 6% | 1.6 | 42 | 7%
COc1cc2c(cc1OC)-c1cc(OCc3ccccc3Cl)nc(=O)n1CC2 | 2.2% | 1.0% | 7% | 36% | -8% | 0.4% | 14% | 3.3 | 58 | -3%
COC(=O)c1ccccc1NC(=O)C1CCN(c2ncnc3c2nc2n3CCCCC2)CC1 | 0.2% | -0.8% | 7% | 8% | -3% | 18% | 3% | 6.3 | 60 | -4%
CSC(=Nc1ccccc1)C1=C(O)COC1=O | 0.3% | -0.1% | 5% | 1% | -5% | 1.2% | -3% | 0.0 | 39 | 6%
N=c1c2cn[nH]c2nc(SCC(=O)c2ccc(Br)cc2)n1-c1ccc(Br)cc1 | -5.2% | 0.3% | 3% | 37% | -1% | 0.7% | 6% | -0.3 | 49 | 0%
COc1ccc2[nH]c(=O)c(CN(C(=O)NC3CCCCC3)C3CCCC3)cc2c1 | -0.5% | -0.8% | 0% | 12% | 4% | -0.8% | 5% | -0.5 | 77 | 1% | NS5 inhibitors pilot replicate=-0.6
COc1ccc(NC(=O)c2ccc3ccccc3n2)cc1S(=O)(=O)N1CCCCC1 | 1.5% | -0.7% | 4% | 8% | -2% | 14% | 15% | 12 | 62 | 8%
CC(C)(ONC(=O)Nc1ccccc1Cl)C(=O)O | -1.3% | 0.4% | -18% | 10% | 8% | 1.6% | 4% | -1.3 | 52 | -5%
Cc1cccc(C)c1NC(=O)C(NC=O)c1ccccc1 (stereo not drawn) | 0.6%[50 µM] | 0.8% | 7% | -9% | 0% | 1.5% | -3% | -1.2 | 49 | -2%
CCCNC(=O)C1CN(C(=O)c2nn(Cc3ccccc3)c(=O)c3ccccc23)c2ccccc2O1 (stereo not drawn) | 1.7% | nt | 10% | nt | 2% | -0.5% | nt | 0.3 | 50 | nt
COc1ccc([N+](=O)[O-])cc1NC(=S)NC(NC(C)=O)C(Cl)(Cl)Cl (stereo not drawn) | 0.1% | 0.2% | 10% | -17% | -3% | 0.4% | nt | -0.3 | 51 | 4%
O=C(O)c1cc2c(cc1Cl)N1CCCCCC1=NS2(=O)=O | 0.4% | 0.0% | 0% | 14% | 3% | 1.6% | 8% | 1.5 | 32 | -2%
O=S(=O)(CCN1CCSCC1)c1ccc(Cl)cc1 | -1.3% | 0.4% | 12% | 8% | 8% | 0.5% | 5% | 2.2 | 47 | 21%
O=C(NC1CCCC1)c1n[nH]c2ccccc12 | -0.1% | 0.2% | 7% | -3% | -2% | 3.4% | 9% | -1.4 | 29 | 1%
Cc1ccc(/C=[N+](\[O-])c2ccc(N(C)C)cc2)c2nsnc12 | -1.2% | -0.1% | 9.3µM* | 3% | 4% | nt | 25% | 0.7 | 76 | -14%

Arranged by heavy-atom count (lowest first): some entries from above
SMILES | K1F lysis inhibition | West Nile virus CPE | MgcRacGAP inhibition | AID2073 | NS5 inhibitors | RSV antiviral HEp-2 | Large T inhibition | NTR1 ag | NTR1 ag cell count 20 µM | SIAH1 antagonists | others
COc1ccc([N+](=O)[O-])cc1NC(=S)NC(NC(C)=O)C(Cl)(Cl)Cl (stereo not drawn) | 0.1% | 0.2% | 10% | -17% | -3% | 0.4% | nt | -0.3 | 51 | 4%
N=c1c2cn[nH]c2nc(SCC(=O)c2ccc(Br)cc2)n1-c1ccc(Br)cc1 | -5.2% | 0.3% | 3% | 37% | -1% | 0.7% | 6% | -0.3 | 49 | 0%
COc1ccc2[nH]c(=O)c(CN(C(=O)NC3CCCCC3)C3CCCC3)cc2c1 | -0.5% | -0.8% | 0% | 12% | 4% | -0.8% | 5% | -0.5 | 77 | 1% | NS5 inhibitors pilot replicate=-0.6

Further structures follow.
SMILES | K1F lysis inhibition | West Nile virus CPE | MgcRacGAP inhibition | AID2073 | NS5 inhibitors | RSV antiviral HEp-2 | Large T inhibition | NTR1 ag | NTR1 ag cell count 20 µM | SIAH1 antagonists | others
O=C(CNC(=O)c1cc(=O)[nH]c2ccccc12)Nc1ccc(F)c(F)c1 | -0.1% | -0.1% | 4% | 3% | -12% | 2.5% | 6% | 0.8 | 30 | 16%
Cc1ccc2[nH]c(O)c(N=NC(N)=S)c2c1 | -0.2% | 1.0% | 15% | -10% | -5% | 2.2% | 17% | 3.1 | 42 | -1%
O=C1CC(N2CCCCC2)C(=O)N1c1ccccc1 (stereo not drawn) | -4.7% | 0.1% | 9% | 14% | -5% | 0.2% | 11% | -1.1 | 88 | 7%
CCOC(=O)N1CCN(c2cc(=O)n(Cc3ccc(F)cc3)c(=O)[nH]2)CC1 | 0.2% | -0.2% | 8% | -2% | -6% | 1.3% | 9% | -0.1 | 52 | 8%
